# Screens as filed in PubChem.
# HADH2 inh – blocks human hydroxyacyl-CoA dehydrogenase type II; Q99714; recombinant HADH2, NADH fluorescence, beta-hydroxybutyryl-CoA; Potency, µM (highest dose often 57.1 µM), for inactives: at the top dose activity change, negative = inhibition, actives largely listed as inhibitors; 3.4% of 73,000 active; AID 886; note: potency is the fitted concentration of half-maximal effect; % is set by controls: 0 for no effect and ±100 for the full control effect; nearly all actives have a fitted effect of over 60% in size; many of its hits are not listed in these tables
# Target sequence (Q99714 whole entry, looked up, one chain of several): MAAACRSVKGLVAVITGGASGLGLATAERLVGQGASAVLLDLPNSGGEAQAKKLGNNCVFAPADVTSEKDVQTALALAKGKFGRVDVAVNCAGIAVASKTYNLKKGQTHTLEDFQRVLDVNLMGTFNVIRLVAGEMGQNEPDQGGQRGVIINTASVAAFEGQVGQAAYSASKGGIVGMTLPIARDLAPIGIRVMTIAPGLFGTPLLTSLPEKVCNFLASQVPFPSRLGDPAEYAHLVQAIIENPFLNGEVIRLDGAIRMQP
#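 E. coli-expressed His-tagged HADH2 tested at 20 nM in alkaline Tris buffer (pH 9.0); oxidation of 90 uM beta-hydroxybutyryl-CoA with 1 mM NAD+ tracked fluorimetrically for 4 min.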
# ERK AVP inh – vasopressin-driven ERK pathway inhibition; HEK293-V1b, vasopressin-stimulated pERK AlphaScreen; Potency, µM (doses to about 57.5 µM), without a hit: top-dose activity, negative = inhibition, most hits filed as inhibitors; 0.99% of 72,000 active; note: potency is the fitted concentration of half-maximal effect; % is set by controls: 0 for no effect and ±100 for the full control effect; nearly all actives have a fitted effect of over 55% in size
#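 qHTS, compounds titrated on V1b-expressing HEK293 cells. Preincubation 30 min at 37C, vasopressin 25 nM for 5 min, lysis 10 min, bead incubation 5 hr at room temperature.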
# TexasRed autofl – compound fluoresces in the Texas Red spectral region; 0.06% of 59,000 active; max dye-equivalent concentration, M; Compound fluorescence, Texas Red channel, 547/618 nm; active compounds read high; in the data active = max dye-equivalent concentration above about 10 nM; inconclusive = between about 1.1 nM and that limit
#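 Pin-transferred compounds and Texas Red standards go into 100 mM Tris buffer, pH 8.0. After 15 min at room temperature, plates are imaged with 547/618 nm filters. Each value is a dye-equivalent concentration derived from the per-plate dye curve.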
# HBB splicing – hemoglobin beta splicing modulation; HBB splicing reporter cell assay, activation; EGFP reporter with mutant IVS2-654 intron; response scale: normalised to 500 nM splice-correcting PNA; Potency, µM (titrated, usually from 46.1 µM), without a hit: at the top dose activation, usual class: activators; 0.06% of 65,000 active; AID 925; note: potency is the fitted concentration of half-maximal effect; 0% is about no effect
#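 HeLa cells stably expressing EGFP interrupted by mutant beta-globin intron 2 (IVS2-654), 500/well in 2% FCS. Treated with compound for 2 days at 37C. Splicing correction scored as total well GFP intensity (488 nm excitation, 500-520 nm emission); 500 nM antisense PNA served as control.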
# Pol III holo inh – inhibitors of bacterial DNA polymerase III holoenzyme; reconstituted DNA polymerase III holoenzyme replication, biochemical; Potency, µM (titrated, usually from 57.1 µM), for inactives: top-dose activity change, negative = inhibition; 0.25% of 71,000 active; AID 603; note: potency is the fitted concentration of half-maximal effect; % is set by controls: 0 for no effect and ±100 for the full control effect
#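 Reconstituted *E. coli* holoenzyme (0.35 nM Pol III, 1 nM beta, 154 nM SSB, 2 nM primase) was preincubated with compound for 15 min at RT. Synthesis on 1.4 nM ssM13Gori ran 35 min, then was stopped with PicoGreen/EDTA and read as dsDNA fluorescence.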
# Rhodamine autofl – compound autofluorescence in rhodamine spectral region. max dye-equivalent concentration, M. 0.05% of 59,000 active. Rhodamine-region fluorescence, 547/598 nm, Tris buffer; active compounds read high; in the data active = max dye-equivalent concentration above about 11 nM; inconclusive = between about 1.1 nM and that limit
#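 Intensities are converted to rhodamine-equivalent concentration using a six-point rhodamine standard on each plate. Compounds sit 15 min at room temperature in 100 mM Tris buffer, pH 8.0; read uses the 547/598 nm excitation/emission pair.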
# Hsp90 Hop PPI – changes Hsp90-Hop TPR2A binding signal, up or down; AlphaScreen TPR2A-His6 binding biotin-Hsp90 C-terminal peptide; Potency, µM (doses to about 57 µM), inactives show top-dose activity change, negative = inhibition; 0.44% of 71,000 active; active = well fitted curve in either direction with a large enough effect; inconclusive = small, poorly fitted or top-dose-only effect, or another doubt; note: potency is the fitted concentration of half-maximal effect; % is set by controls: 0 for no effect and ±100 for the full control effect; many of its hits are not listed in these tables
# Tau filament bind – binds recombinant human tau filaments. P10636. recombinant tau filaments, thioflavin S fluorescence, 15 h; filaments grown with octadecylsulfate alongside compound. Potency, µM (highest dose often 57.1 µM), inactives show at the top dose activity change, negative = inhibition. 2% of 71,000 active;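 note: potency is the fitted concentration of half-maximal effect; % is set by controls: 0 for no effect and ±100 for the full control effect; actives lower thioflavin S fluorescence by blocking filaments or displacing dye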
#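 Recombinant tau protein (human, 1 uM final) plus 30 uM ODS in HEPES pH 7.4 with NaCl, DTT and thioflavine S. Compound present from the start; fluorescence at 510 nm after 15 h, 37 C.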
# ALOX15 inhib – 15-hLO (ALOX15) enzyme inhibition. P16050. AID 887. Potency, µM (series often up to 57.1 µM), inactives show top-dose activity change, negative = inhibition, hits mostly inhibitors. purified 15hLO-1, xylenol orange hydroperoxide absorbance. 1.4% of 74,000 active; note: potency is the fitted concentration of half-maximal effect; % is set by controls: 0 for no effect and ±100 for the full control effect; nearly all actives have a fitted effect of over 55% in size
# Target sequence (P16050 whole entry, looked up): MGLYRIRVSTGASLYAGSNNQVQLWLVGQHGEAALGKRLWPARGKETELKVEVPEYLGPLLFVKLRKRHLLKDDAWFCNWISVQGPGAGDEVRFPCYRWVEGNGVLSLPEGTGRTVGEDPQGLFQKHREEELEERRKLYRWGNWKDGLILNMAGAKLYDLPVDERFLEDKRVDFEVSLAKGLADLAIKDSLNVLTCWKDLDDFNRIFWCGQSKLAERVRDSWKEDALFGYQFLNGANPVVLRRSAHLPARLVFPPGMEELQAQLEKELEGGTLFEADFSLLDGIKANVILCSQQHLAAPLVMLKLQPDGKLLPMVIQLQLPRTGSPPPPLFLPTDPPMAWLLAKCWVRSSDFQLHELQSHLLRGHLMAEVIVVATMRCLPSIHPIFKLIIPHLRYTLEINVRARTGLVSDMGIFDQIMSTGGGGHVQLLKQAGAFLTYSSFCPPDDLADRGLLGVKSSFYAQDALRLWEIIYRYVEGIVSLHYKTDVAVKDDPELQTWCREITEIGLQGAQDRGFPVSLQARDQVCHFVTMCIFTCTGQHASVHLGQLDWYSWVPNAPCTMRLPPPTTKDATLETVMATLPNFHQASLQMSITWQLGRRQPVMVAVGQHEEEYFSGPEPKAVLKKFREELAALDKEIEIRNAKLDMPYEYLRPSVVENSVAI
#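 Readout: Fe(III)-xylenol orange absorbance, 573-to-405 nm ratio as reaction progress. Enzyme 40 nM purified human 15hLO-1, substrate 50 uM arachidonic acid, 6 min RT after 15 min compound preincubation; Hepes pH 7.5 buffer with Triton X-100.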
# FLuc inh – inhibitors of firefly luciferase; P08659; purified firefly luciferase, luminescence, 8 min; Potency, µM (highest dose often 57.1 µM), for the others: top-dose activity change, negative = inhibition, usual class: inhibitors; 2.2% of 72,000 active; AID 411; note: potency is the fitted concentration of half-maximal effect; % is set by controls: 0 for no effect and ±100 for the full control effect; nearly all actives have a fitted effect of over 40% in size
#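 Substrate buffer containing 10 uM ATP (pH 7.2 imidazole, Mg2+, KCl, detergent, BSA) is dispensed, compound pinned in, then luciferase/luciferin detector mix added. After 8 min at ambient temperature, light output is measured.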
# CRE Fsk mod – CRE-bla signaling modulation under forskolin stimulation | CHO CRE-bla reporter (cAMP response element driving beta-lactamase), forskolin EC10, beta-lactamase ratio | 2.5% of 71,000 active | Potency, µM (series often up to 38.2 µM), inactives show at the highest dose activity change, negative = inhibition, actives largely listed as activators; active = well fitted activation curve with a large enough effect in the signal ratio, with a control signal flat, not every such curve was filed as active; inconclusive = small, poorly fitted or top-dose-only effect, or effect the other way, or a change in a side signal; the % refers to the signal ratio; note: potency is the fitted concentration of half-maximal effect; % of control where 0% means no effect
#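 Titrated compounds plus EC10 NKH 477 on CHO CRE-bla cells, 3 h, 37 °C. CCF4, 2 h RT. Ratio 460/530 nm → AC50.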
# Numbers without * were called inactive; i = inactive; u = inconclusive; x = not tested or not shown; [ ] = remark or other dose. Unless noted, calls come from the whole dose curve; as a rule, active = well fitted curve in the direction sought with a large enough effect; inconclusive = small, poorly fitted or top-dose-only effect, or another doubt; inactive = no such curve, though single readings can be large; an effect the other way counts as inactive or inconclusive.
item	SMILES	HADH2 inh	ERK AVP inh	TexasRed autofl	HBB splicing	Pol III holo inh	Rhodamine autofl	Hsp90 Hop PPI	Tau filament bind	ALOX15 inhib	FLuc inh	CRE Fsk mod
1	Cc1cc(C)c2c(n1)sc1c(N3CCOCC3)ncnc12	12%	30%[activator]	i	0.3%	12%	i	u	-18%	-13%	2%	u
2	C=C(C)C(N)=O	-4%	16%	x	-0.2%	-4%	x	3%	5%	2%	x	3%
3	Cc1ccccc1CS(=O)(=O)c1nnc([C@H](CC(C)C)NC(=O)OC(C)(C)C)o1	2.5µM*	62%[activator]	i	-1.0%[57.5 µM]	-6%	i	-3%	-25%	u	-18%	u
4	O=C(c1cccc(C(=O)N2CCN(c3ccccc3F)CC2)n1)N1CCN(c2ccccc2F)CC1	7%	u	i	-0.5%	-2%	i	-8%	9%	-3%	3%	12%
5	COc1ccccc1N(C(=O)c1ccco1)C(C(=O)NC1CCCC1)c1cccnc1 (stereo not given)	2%	-7%	u	-3.5%	-4%	i	0%	-1%	18%	1%	8%
6	CCOC(=O)C1CCN(S(=O)(=O)c2cccc(-c3cn4ccccc4n3)c2)CC1	25%	u	u	0.0%[0.369 µM]	-6%	i	-16%	9%	-11%	-2%	u
7	CCc1ccc(C2CC(c3cccc(OC)c3)n3nc(N)nc3N2)cc1 (stereo not given)	2%	u	x	-0.9%	-5%	x	-4%[2.3 µM]	-18%	9%	1%	0%
8	C=CCNC(=O)C12CC3CC(C1)CC(C(=O)NCC=C)(C3)C2	1%	-9%	i	-1.3%	-2%	i	0%	-6%	-1%	0%	-9%
9	O=C(CN1C(=O)C2CC=CCC2C1=O)Nc1ccc(S(=O)(=O)NC2=NCCCCC2)cc1 (stereo not given)	14%	10%	i	0.4%	-2%	i	1%	-4%	0%	1%	-9%
10	O=C(Nc1ccc(F)cc1)N(Cc1ccco1)Cc1cc2cc3c(cc2[nH]c1=O)OCO3	u	20µM*	i	x	-3%	i	-2%	188%	-27%	-1%	u
11	Cc1cccc(NC(=O)CSCc2c(C)noc2C)c1C	6%	-11%	u	-1.7%	0%	i	-16%	-8%	1%	2%	-10%
12	CN(c1ccc(C(=O)O)cc1)S(=O)(=O)c1ccccc1	2%	2%	x	-0.9%[9.22 µM]	-4%	x	1%	-4%	7%	0%	-3%
13	N#CCCN(CCC#N)c1nncs1	-4%	-2%	i	-0.4%[57.5 µM]	-6%	i	0%	-6%	-1%	-16%	-8%
14	COc1ccc(NC(=O)CN2C(=O)C(C)Oc3ccccc32)cc1 (stereo not given)	-11%	-15%	i	x	-4%	i	0%	-6%	-1%	-1%	1%
15	O=C(O)c1ccc2c(c1)C(=O)N(C(Cc1ccccc1)C(=O)O)C2=O (stereo not given)	-6%	-9%	x	-1.3%[9.22 µM]	0%	x	2%	5%	-6%	2%	-2%
16	Cn1cc(C(=O)c2ccccc2)cc1-c1nc2ccccc2n1C	0%	-29%	u	-0.1%	-9%	i	-13%	-9%	6%	-1%	u
17	Cc1noc(C)c1S(=O)(=O)N1CCC(C(=O)N2CCN(C3CCCC3)CC2)CC1	-4%	22%	i	-1.0%	1%	i	0%	0%	3%	-1%	14%
18	COC(=O)c1ccc(COC(=O)c2ccc(N(C)C)cc2)cc1	-4%	61%[activator]	i	-0.5%	0%	i	11%	37%	-21%	-3%	8%
19	CCCn1c(=NC(C)=O)c(C#N)cc2c(=O)n3cccc(C)c3nc21	3.2µM*	-7%	i	-0.8%[0.369 µM]	-14%	i	3%	64%	-17%	1%	2.5µM*
20	COc1ccc(NC(=O)CSc2nnc(-c3ccccc3)n2Cc2ccco2)c(OC)c1	16%	-18%	i	1.6%[1.84 µM]	-2%	i	-2%	-4%	4%	3%	-2%
21	O=C(NCC1CCCO1)C1CCCN(Cc2cnn(-c3ccccc3)c2-n2cccc2)C1 (stereo not given)	-2%	6%	u	0.8%	2%	i	10%	11%	6%	-1%	u
22	CC(=O)N1CCN(C(C)=O)C1c1ccccc1	3%[11.4 µM]	6%	x	2.8%[0.0738 µM]	-8%[11.4 µM]	x	u	-3%[11.4 µM]	2%[11.4 µM]	3%	u
23	CNC(=O)CSc1nc2c(c(=O)n(C)c(=O)n2C)n1Cc1ccc(C)cc1	2%	-9%	i	-7.4%	-17%	i	-3%	-4%	-12%	5%	7%
24	O=C(NCc1ccco1)C1CCN(C(=O)c2cc3sccc3n2Cc2ccc(Cl)cc2)CC1	-12%	u	i	-2.0%	-1%	i	-9%	60%	u	2%	0%
25	CCOC(=O)Cc1nnc(NC(=O)c2cccc(OCC)c2)s1	-3%	6%	i	0.0%[57.5 µM]	0%	i	-5%	2%	2%	-2%	-9%
26	COc1ccc(N(CC(=O)N2CCC(C)CC2)S(=O)(=O)c2c(C)nn(C)c2C)cc1	3%	-9%	x	-0.7%	-3%	x	-1%[2.3 µM]	16%	-3%	0%	-6%
27	O=C(Nc1ccc(S(=O)(=O)N2CCCC2)cc1Cl)C1=COCCO1	0%	-3%	u	-0.3%	0%	i	1%	6%	-1%	1%	u
28	Cc1cccc(C)c1OCc1nnc(SCC(=O)Nc2nccs2)n1-c1ccccc1	12%	-20%	i	2.5%	-4%	i	-6%	73%	-6%	1%	u
29	Cc1cccc(N2CCN(C(=O)CCCOc3ccccc3)CC2)c1C	3%	u	i	-1.7%	0%	i	9%	-21%	-14%	-14%	-16%
30	CC(=O)c1cc(C)ccc1OC(=O)c1ccco1	7%	-3%	x	-0.5%[9.22 µM]	3%	x	-1%	1%	-5%	-3%	-6%

item	SMILES	HADH2 inh	ERK AVP inh	TexasRed autofl	HBB splicing	Pol III holo inh	Rhodamine autofl	Hsp90 Hop PPI	Tau filament bind	ALOX15 inhib	FLuc inh	CRE Fsk mod
31	CC(Sc1nnnn1-c1ccccc1)C(=O)Nc1ccc(Cl)cn1 (stereo not given)	0%	31%	i	-0.3%	-3%	i	u	-10%	7%	7%	-14%
32	COc1ccc(-n2c(=O)c(-c3cc(F)cc(F)c3)nc3cncnc32)cc1	-5%	-16%	i	1.0%	-10%	i	-5%	-20%	11%	0%[11.4 µM]	5%
33	Fc1ccccc1CSc1nc2ncccc2[nH]1	u	-13%	x	-0.7%[9.22 µM]	-9%	x	-3%	-16%	0%	u	-1%
34	COc1ccc(C)cc1-n1nnnc1SC/C(O)=C(\C#N)c1nc2ccccc2[nH]1	u	-24%	u	0.5%[1.84 µM]	-22%	i	-6%	u	-3%	1%	23%
35	COc1cc(C(=O)N2CCC(NC(=O)C(Cc3ccccc3C)NC(C)=O)CC2)cc(OC)c1OC (stereo not given)	7%	-15%	i	-0.8%	-6%	i	-3%	4%	-2%	0%	7%
36	COc1ccc(CNC(=O)CSc2nnc(C)s2)cc1	5%	0%	x	-2.0%	0%	x	-7%	12%	3%	0%	-1%
37	NC(=O)Cn1cnc(-c2ccccc2)c1	-4%	-3%	i	0.0%[57.5 µM]	-2%	i	0%	-1%	13%	-1%	1%
38	CCOC(=O)CNC(=O)CSc1nc2cccnc2n1C1CCCCC1	-15%	u	i	1.0%[57.5 µM]	-8%	i	0%	-24%	-19%	0%	u
39	Clc1ccc(Cn2ncc3c(N4CCOCC4)ncnc32)cc1	6%	4%	i	-0.6%	-5%	i	-1%	6%	-3%	1%	u
40	CCN(CC)S(=O)(=O)c1ccc(C(=O)NCc2n[nH]c(=S)n2-c2ccccc2OC)cc1	u	-7%	i	0.9%	-2%	i	0%	22%	-3%	0%	-5%
41	Cc1cccc2cc(CN(Cc3ccc(F)cc3)C(=O)N(C)C)c3nnnn3c12	7%	-14%	u	-0.4%	-8%	i	-3%	47%	-7%	0%	u
42	C/C(=C\C(=O)Nc1cc(C)on1)c1ccccc1	0%	-8%	i	0.1%	3%	i	-1%	2%	0%	-20%	-5%
43	CCOC(=O)N1CCN(C(=O)c2ccccc2CCc2ccccc2)CC1	7%	-14%	u	-1.3%	0%	i	-4%	-8%	-5%	0%	0%
44	CCc1ccccc1NC(=O)CN(c1cccc(OC)c1)S(C)(=O)=O	-2%[11.4 µM]	12%	x	-2.2%[0.0738 µM]	5%[11.4 µM]	x	-5%[11 µM]	10%[11.4 µM]	-4%[11.4 µM]	0%	u
45	COc1ccc(C2C(C(=O)Nc3ccccc3OC)=C(C)Nc3ncnn32)cc1 (stereo not given)	2%	10%	x	-0.2%	-2%	x	-5%[2.3 µM]	-4%	-1%	0%	5%

# Only part of the results is shown. The share of hits here may be higher or lower than overall.
